# Source: PubChem BioAssay
# Abeta yeast res: qHTS for compounds that reverse cellular toxicity of Amyloid beta (A-beta) peptide in yeast: Primary Screen; yeast expressing A-beta42, growth rescue, OD600, 48 h; response scale: 0% DMSO, 100% iron-clioquinol control; AID 1347071, 2019; Potency, µM (doses to about 46.1 µM), without a hit: at the highest dose growth rescue, actives largely listed as activators; 410,000 tested, 0.063% active; note: potency is the fitted concentration of half-maximal effect; nearly all actives have a fitted effect of over 55% in size
#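 Yeast growth medium received pinned compounds, then yeast cells expressing toxic A-beta were added; plates incubated at 30 C for 48 hr. Growth read as absorbance at 600 nm, normalized to DMSO and equimolar FeCl3 plus clioquinol controls.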
# IL-2 act: qHTS of IL-2 Activators; IL-2 activation reporter assay, cell-based qHTS; stimulated with anti-CD3/CD4/CD28 beads; in transgenic mouse T cells; activation, % (series mostly up to about 46 µM); 360,000 tested, 0.065% active; AID 652025, 2013; in the data active = activation above about 50%; inconclusive = mostly about 30% to 49%; note: 0% is about no effect
#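 EGFP and DsRed fluorescence is measured by plate cytometry in unstimulated transgenic mouse T cells exposed to compound for 60 minutes, then stimulated 18 hours at 37 degrees C with anti-CD3/anti-CD4 beads plus anti-CD28.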
# FUS suppressor: qHTS for Suppressors of FUS Proteinopathy: Primary screen using FUS-linked yeast assay; S. cerevisiae FUS-expressing, growth rescue, OD600, 24 h; AID 1347120, 2019; 390,000 tested, 0.24% active; Potency, µM (highest dose often 76.6 µM), without a hit: at the highest dose growth rescue (activation), usual class: activators;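 note: potency is the fitted concentration of half-maximal effect; plate controls were DMSO vehicle for no effect and reference control for full effect; nearly all actives have a fitted effect of over 55% in size; some results filed as inactive show a strong effect at the top dose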
#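 Yeast expressing FUS under galactose induction, OD 0.005 in 2% galactose medium; compounds in a dilution series, 24 h at 30C. Growth rescue by absorbance at 600 nm; CP55940 positive control, DMSO negative.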
# EPAC1 antagonist: qHTS for Antagonist of cAMP-regulated guanine nucleotide exchange factor 3 (EPAC1): primary screen. EPAC1 GEF assay, Rap1b-BODIPY-GDP exchange fluorescence. Potency, µM (series often up to 115 µM), inactives show at the highest dose activity change, negative = inhibition, usual class: inhibitors. 360,000 tested, 0.14% active;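 note: potency is the fitted concentration of half-maximal effect; plate controls were vehicle for no effect and positive control for full effect; nearly all actives have a fitted effect of over 50% in size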
# Target sequence (O95398 whole entry, looked up): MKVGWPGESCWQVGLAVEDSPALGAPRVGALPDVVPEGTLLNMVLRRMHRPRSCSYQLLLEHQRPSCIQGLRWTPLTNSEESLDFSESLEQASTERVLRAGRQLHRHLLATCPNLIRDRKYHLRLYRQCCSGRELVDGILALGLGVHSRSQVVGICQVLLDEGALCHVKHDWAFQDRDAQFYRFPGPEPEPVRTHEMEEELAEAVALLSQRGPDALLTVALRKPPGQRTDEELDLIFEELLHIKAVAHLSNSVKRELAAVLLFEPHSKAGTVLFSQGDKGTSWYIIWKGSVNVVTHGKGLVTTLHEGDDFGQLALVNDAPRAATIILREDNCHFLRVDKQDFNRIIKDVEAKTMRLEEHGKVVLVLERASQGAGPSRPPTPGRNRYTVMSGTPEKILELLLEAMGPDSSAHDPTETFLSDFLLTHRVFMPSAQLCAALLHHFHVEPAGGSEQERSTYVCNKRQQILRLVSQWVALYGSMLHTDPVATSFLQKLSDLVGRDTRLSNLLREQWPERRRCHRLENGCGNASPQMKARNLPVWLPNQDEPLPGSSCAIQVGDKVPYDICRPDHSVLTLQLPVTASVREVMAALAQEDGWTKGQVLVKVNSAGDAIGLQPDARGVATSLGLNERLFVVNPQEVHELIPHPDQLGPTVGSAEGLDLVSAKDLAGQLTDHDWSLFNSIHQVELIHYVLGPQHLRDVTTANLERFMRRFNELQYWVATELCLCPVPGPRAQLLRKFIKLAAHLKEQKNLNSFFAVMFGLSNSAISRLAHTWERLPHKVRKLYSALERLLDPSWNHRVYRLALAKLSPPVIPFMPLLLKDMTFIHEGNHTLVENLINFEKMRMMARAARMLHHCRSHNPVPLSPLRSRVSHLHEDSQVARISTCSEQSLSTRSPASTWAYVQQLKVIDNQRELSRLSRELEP
# PLK1 PBD inh: qHTS for Inhibitors of PLK1-PDB (polo-like kinase 1 - polo-box domain): Primary Screen; Serine/threonine-protein kinase PLK1 (Homo sapiens), P53350; Plk1 PBD binding of FITC phosphopeptide, fluorescence polarization; Potency, µM, inactives show max response, negative = inhibition, hits mostly inhibitors; 360,000 tested, 2.8% active; note: potency is the fitted concentration of half-maximal effect; series mostly up to about 57 µM; % is set by controls: 0 for no effect and ±100 for the full control effect; nearly all actives have a fitted effect of over 65% in size
# aSyn yeast inh: qHTS of alpha-syn Inhibitors. AID 652106, 2013. Potency, µM (highest dose often 46.1 µM), inactives show at the highest dose growth rescue (activation), usual class: activators. 370,000 tested, 0.14% active. Yeast expressing alpha-synuclein, growth rescue, BacTiter-Glo, 24 h; note: potency is the fitted concentration of half-maximal effect; % of control where 0% means no effect; nearly all actives have a fitted effect of over 65% in size
#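 Rescue of yeast growth: cells expressing toxic alpha-synuclein, induced in galactose at OD600 0.02, incubated with compound 24 h at 30 C. ATP luminescence quantified growth; inhibitors of toxicity appear as activators.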
# EPAC1 agonist: qHTS for Agonist of cAMP-regulated guanine nucleotide exchange factor 3 (EPAC1): primary screen; Rap guanine nucleotide exchange factor 3 (Homo sapiens), O95398; EPAC1 agonist qHTS, biochemical assay; response scale: 100% = response to 6.5 mM cAMP; Potency, µM (top dose mostly 154 µM), inactives show at the highest dose activation, actives largely listed as activators; 360,000 tested, 0.073% active; note: potency is the fitted concentration of half-maximal effect; nearly all actives have a fitted effect of over 60% in size
#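 Normalized to 6.5 mM cAMP, activity reflects EPAC1-catalysed release of BODIPY-GDP from Rap1B, followed kinetically over 30 min at 480 nm excitation, 540 nm emission. Reaction contained 100 nM EPAC1, 250 nM Rap1B-BODIPY-GDP, 50 uM GDP.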
# WRN helicase inh: qHTS for Inhibitors of WRN Helicase. Bifunctional 3'-5' exonuclease/ATP-dependent helicase WRN (Homo sapiens), Q14191. WRN helicase unwinding, fluorescent forked duplex, kinetic. Potency, µM (highest dose often 114 µM), inactives show at the highest dose activity change, negative = inhibition, most hits filed as inhibitors. 360,000 tested, 0.46% active. AID 651768, 2012; note: potency is the fitted concentration of half-maximal effect; % is set by controls: 0 for no effect and ±100 for the full control effect; nearly all actives have a fitted effect of over 55% in size
#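 WRN at 20 nM final was preincubated with compound for 15 min at room temperature; reaction started with 100 nM forked duplex oligonucleotide carrying fluorophore and quencher plus 2 mM ATP (final). Unwinding followed kinetically by red fluorescence (ex 525/em 598 nm).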
# PI5P4K alpha inh: qHTS for Inhibitors of phosphatidylinositol 5-phosphate 4-kinase (PI5P4K). PI5P4Kalpha enzyme, ADP-Glo luminescence, 60 min; active compounds read low. 330,000 tested, 1.2% active. Phosphatidylinositol 5-phosphate 4-kinase type-2 alpha (Homo sapiens), P48426. AID 652105, 2013. max response, %; active = max response of -50% or lower; inconclusive = between -30% and -50%; inactive = -30% or higher; note: value at the top dose of about 77 µM; % is set by controls: 0 for no effect and ±100 for the full control effect
#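 ADP-Glo luminescence end-point read after a 60 min room-temperature kinase reaction of PI5P4Kalpha plus substrate, initiated with ATP at 5 microM final. Buffer: 0.038 M HEPES pH 7.4, EGTA, 0.1% CHAPS, 5% DMSO.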
# The depositor's hits bear a star; u = inconclusive; x = no result given; [ ] = another dose, or the depositor's remark. Unless noted, calls come from the whole dose curve; as a rule, active = well fitted curve in the direction sought with a large enough effect; inconclusive = small, poorly fitted or top-dose-only effect, or another doubt; inactive = no such curve, though single readings can be large; an effect the other way counts as inactive or inconclusive.
SMILES,Abeta yeast res,IL-2 act,FUS suppressor,EPAC1 antagonist,PLK1 PBD inh,aSyn yeast inh,EPAC1 agonist,WRN helicase inh,PI5P4K alpha inh
C/C(=N\NC(=O)CSCc1ccc(Cl)cc1)c1ccc2c(c1)OCCO2,-3%,-0.5,-1%,-6%,-21%,2%,18%,-12%,14
COc1ccc(OC)c(C(=O)Nc2c(O)ccc3ccccc23)c1,17%,-1.7,u,-23%,-23%,1%,2%,-21%,8
Cc1cccc(C(=O)NC2CC3CCCC(C2)N3S(=O)(=O)c2ccccc2)c1 (stereo not given),0%,0.3,15%,6%,3%,0%,9%,-9%,x
CCN(CC)c1ccc(NC(=O)c2cc(OC)cc(OC)c2)c(C)c1,0%,1.8,x,-15%,-6%,3%,11%,-5%,7
Fc1ccc(Cn2nnc(-c3ccc(Cl)cc3)n2)cc1,1%,-3.5,19%,-17%,8%,0%,-9%,5%,21
CC(=O)c1ccc(NC(=O)C(C)O/N=C(\N)c2ccccc2)cc1 (stereo not given),0%,-0.3,x,-4%,-9%,-10%,0%,5%,-5
Cc1ccc(S(=O)(=O)N(C)C)cc1NC(=O)c1ccncc1,-1%,0.0,-24%,-10%,-17%,-3%,4%,5%,0
O=C(NNC(=O)c1ccc(Br)s1)c1cccc(S(=O)(=O)N2CCCC2)c1,13%,0.3,-2%,-24%,-11%,1%,11%,-5%,1
Cc1ccc(CC(=O)N2CC(C)OC(C)C2)cc1 (stereo not given),-1%,-3.1,-5%,8%,-6%,1%,-11%,8%,-2
Cc1ccc(OCc2nnc(SCC(=O)c3cccs3)n2-c2ccccc2)cc1C,-1%,-2.8,-3%,-9%,-3%,0%,18%,-14%,-2
FC(F)(F)c1ccc2c(c1)nc1n2CCCC1,-5%,-3.1,20%,7%,2%,-21%,-2%,-4%,0
O=C(c1ccc2snnc2c1)N1CCN(c2ccccn2)CC1,3%,-2.8,x,9%,-6%,10%,6%,-6%,-4
Cc1nc(-c2ccc(S(=O)(=O)Nc3cc(F)ccc3F)cc2)co1,4%,-2.6,-15%,-3%,-13%,16%,1%,-2%,-4
Cc1ccc(NC(=O)COC(=O)c2cc(=O)c3ccccc3o2)cc1F,4%,-0.3,-17%,-27%,-13%,-13%,7%,5%,3
O=[N+]([O-])c1c(NCCO)cc(N2CCN(Cc3ccc4c(c3)OCO4)CC2)c2nonc12,-5%,-0.6,3%,9%,-11%,-5%,2%,11%,12
OCCCn1c(-c2ccccc2)n[nH]c1=S,0%,-0.2,24%,3%,-7%,3%,5%,9%,x
COc1cccc(N2CCN(C(=O)c3ccc(CS(=O)c4ccc(Cl)cc4)o3)CC2)c1 (stereo not given),x,0.0,29%,-17%,-17%,-43%[inhibitor],4%,-4%,-9
CC(Oc1cccc(Cl)c1)C(=O)Nc1cc(S(=O)(=O)N2CCOCC2)ccc1N1CCCC1 (stereo not given),5%,-1.2,-5%,-4%,-4%,2%,-4%,-18%,9
CC(=O)N/N=C/c1c(C)[nH]n(-c2ccccc2)c1=O,-38%[inhibitor],0.9,6%,-5%,-17%,-13%,9%,-1%,-3
O=C1C(NS(=O)(=O)c2ccccc2)=C(N2CCN(c3ccc(F)cc3)CC2)C(=O)c2ccccc21,0%,-1.3,41%,u,u,13%,0%,-6%,1
NCCn1c(-c2ccccc2)cc(C(=O)O)c1-c1ccccc1F,-3%,-1.6,-8%,2%,-26%,0%,2%,2%,0
CCCn1c(N2CCN(C(=O)NCc3ccccc3)CC2)nc2ccccc21,2%,0.2,1%,-19%,-2%,4%,12%,-7%,1
CC(=O)NCCC1CCN(c2nc3nonc3nc2N(C)Cc2ccccc2)CC1,4%,0.0,26%,-27%,3%,8%,-1%,0%,2
Cc1csc(Nc2ccccc2)[n+]1C,0%,-1.0,8%,-6%,-12%,-1%,3%,-12%,1
CCn1cnc2cc(NCc3cccc(OC)c3O)ccc21,-11%,-1.8,0%,-9%,-5%,10%,6%,-4%,x
COc1ccc(N)c(C)c1,7%,-0.2,-15%,0%,-1%,1%,-9%,-2%,0
c1ccc(-n2ncc3c(NCc4cccs4)ncnc32)cc1,18%,1.1,24%,-1%,-1%,1%,11%,-18%,x
COc1ccccc1N(CC(=O)NC1CCCC1)C(=O)c1csnn1,15%,0.6,-10%,4%,4%,8%,2%,-9%,-2
O=C(N[C@@H](Cc1ccccc1)C(=O)NC1CCCCC1)c1ccco1,14%,0.7,x,-12%,-7%,1%,-15%,u,-3
COc1ccccc1NC(=O)CN1CCN(CC(=O)Nc2ccc3c(c2)OCCO3)CC1,-4%,1.0,-2%,-1%,-12%,0%,5%,-2%,0

# Record cards (already shown). Order of screens: Abeta yeast res | IL-2 act | FUS suppressor | EPAC1 antagonist | PLK1 PBD inh | aSyn yeast inh | EPAC1 agonist | WRN helicase inh | PI5P4K alpha inh
# c1ccc(-n2ncc3c(NCc4cccs4)ncnc32)cc1 reads 18% | 1.1 | 24% | -1% | -1% | 1% | 11% | -18% | x
# CCn1cnc2cc(NCc3cccc(OC)c3O)ccc21 reads -11% | -1.8 | 0% | -9% | -5% | 10% | 6% | -4% | x
# CC(=O)NCCC1CCN(c2nc3nonc3nc2N(C)Cc2ccccc2)CC1 reads 4% | 0.0 | 26% | -27% | 3% | 8% | -1% | 0% | 2
# CCCn1c(N2CCN(C(=O)NCc3ccccc3)CC2)nc2ccccc21 reads 2% | 0.2 | 1% | -19% | -2% | 4% | 12% | -7% | 1
# COc1ccccc1N(CC(=O)NC1CCCC1)C(=O)c1csnn1 reads 15% | 0.6 | -10% | 4% | 4% | 8% | 2% | -9% | -2

# (cont.)
SMILES,Abeta yeast res,IL-2 act,FUS suppressor,EPAC1 antagonist,PLK1 PBD inh,aSyn yeast inh,EPAC1 agonist,WRN helicase inh,PI5P4K alpha inh
Cc1ccc(C)c(S(=O)(=O)N2CCN(C(=O)C3CCN(C(=O)c4ccc(F)cc4)CC3)CC2)c1,-5%,-5.3,28%,-9%,-5%,2%,-5%,5%,-7
CCOc1cc(C(=O)NC2CCCCCCC2)cc(OCC)c1OCC,4%,-0.6,18%,-13%,-6%,3%,6%,-2%,-1
COC(=O)c1ccc(COc2cccc(OC)c2)o1,-8%,0.0,-3%,-8%,1%,7%,5%,-2%,x
Cc1cccc(NC(=O)N2CCCC2C(=O)NCc2ccccc2)c1 (stereo not given),0%,-1.9,-20%,-22%,-6%,12%,10%,-3%,0
C[C@H]1CC[C@@]2(O[C@@H](CCO)C[C@@H](O)[C@@H]2O)O1,5%,0.0,-24%,-9%,-8%,-5%,9%,-10%,5
O=C1CCCc2ccccc2N1Cc1ccc(Cl)cc1,-27%,0.4,-10%,-3%,0%,13%,-2%,-12%[57.1 µM],3
CCOC(=O)c1c(OCCO)nn(-c2ccc(Cl)cc2)c1N,-3%,-0.8,0%,14%,-13%,-6%,-13%,15%,3
CSCCC(NC(=O)c1ccco1)C(=O)N1CCCCCCC1 (stereo not given),12%,-0.5,-2%,-12%,-3%,7%,-6%,-14%,-1
COc1ccccc1C(=O)NC1CCCCCCC1,-30%[inhibitor],-0.7,4%,5%,-8%,3%,2%,-4%,1
CSc1ccc(CN(C)C(=O)C2CCN(C(=O)Nc3ccccc3)CC2)cc1,-1%,0.0,14%,-24%,-20%,5%,1%,-5%,0
Cc1ccc(C(CNS(=O)(=O)c2ccc([N+](=O)[O-])cc2)N2CCN(C)CC2)cc1 (stereo not given),-5%,0.5,8%,-15%,-15%,-3%,3%,-5%,-5
Cn1c(Cc2ccccc2)nnc1SCC(=O)Nc1ccc2c(c1)OCO2,20%,-3.1,18%,10%,-3%,-7%,1%,7%,0
Cc1nc2ccc(S(=O)(=O)NCC(=O)NC(C)c3ccccc3)cc2s1 (stereo not given),6%,-0.1,-8%,-14%,-4%,1%,-13%,2%,3
COc1ccc(CCNC(=O)C(=O)NCC2OCCN2S(=O)(=O)c2cccs2)cc1OC (stereo not given),-1%,1.8,27%,-7%,1%,3%,4%,-8%,0

# Fetched one by one from the list above:
SMILES,Abeta yeast res,IL-2 act,FUS suppressor,EPAC1 antagonist,PLK1 PBD inh,aSyn yeast inh,EPAC1 agonist,WRN helicase inh,PI5P4K alpha inh
Cn1c(Cc2ccccc2)nnc1SCC(=O)Nc1ccc2c(c1)OCO2,20%,-3.1,18%,10%,-3%,-7%,1%,7%,0
Cc1ccc(C(CNS(=O)(=O)c2ccc([N+](=O)[O-])cc2)N2CCN(C)CC2)cc1 (stereo not given),-5%,0.5,8%,-15%,-15%,-3%,3%,-5%,-5
